# 12-LOX inh: inhibitors of human 12S-lipoxygenase ALOX12 | P18054 | purified 12hLO, xylenol orange hydroperoxide absorbance | Potency, µM (series often up to 108 µM), for inactives: top-dose activity change, negative = inhibition, usual class: inhibitors | 580,000 compounds, 1.1% hits | AID 1671190; further: on the % scale 0 is the no-effect control and ±100 the full control effect
#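 Purified human 12hLO at 150 nM in 25 mM Hepes, 0.01% Triton X-100, pH 7.0, preincubated 15 min at room temperature with compound. Reaction started with 40 uM arachidonic acid, 30 min at room temperature. Hydroperoxide measured by Fe-xylenol orange, 573/405 nm absorbance ratio.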
# TrxR1 substrate: rat thioredoxin reductase 1 substrate activity; purified TrxR1 substrate turnover, NADPH consumption readout; Potency, µM (highest dose often 114 µM), for the others: top-dose activity change, negative = substrate turnover; 390,000 compounds, 0.01% hits; AID 588456; further: on the % scale 0 is the no-effect control and ±100 the full control effect; nearly all actives have a fitted effect of over 50% in size
# Target sequence (O89049 whole entry, looked up): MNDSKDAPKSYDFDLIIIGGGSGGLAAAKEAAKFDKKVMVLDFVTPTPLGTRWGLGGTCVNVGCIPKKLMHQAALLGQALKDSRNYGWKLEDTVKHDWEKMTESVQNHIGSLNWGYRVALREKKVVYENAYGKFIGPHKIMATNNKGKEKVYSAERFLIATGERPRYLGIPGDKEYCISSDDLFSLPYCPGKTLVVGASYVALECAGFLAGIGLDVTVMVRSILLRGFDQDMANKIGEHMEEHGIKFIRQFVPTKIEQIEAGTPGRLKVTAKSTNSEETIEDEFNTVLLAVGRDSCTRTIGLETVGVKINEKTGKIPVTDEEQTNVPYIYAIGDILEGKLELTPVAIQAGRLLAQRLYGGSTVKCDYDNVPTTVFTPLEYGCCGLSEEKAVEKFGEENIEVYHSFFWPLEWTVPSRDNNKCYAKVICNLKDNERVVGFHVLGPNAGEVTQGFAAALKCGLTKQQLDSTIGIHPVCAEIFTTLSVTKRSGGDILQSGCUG
#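 Rat TrxR1, dispensed at 90 nM, was prereduced with 400 uM NADPH (final) for 5 min at ~22 deg C, then incubated with compound 15 min before 400 uM selenite. A first-read NADPH fluorescence drop versus no-compound background flagged substrates.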
# Vif-A3G inh: inhibitors of Vif-APOBEC3G interaction. Q9HC16. HeLa A3G-eYFP + Vif (tagged APOBEC3G with the HIV-1 protein that degrades it), YFP fluorescence, overnight. Potency, µM (top dose mostly 46.1 µM), for inactives: at the top dose activity, negative = active, most hits filed as inhibitors. 410,000 compounds, 0.076% hits;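 further: on the % scale 0 is the no-effect control and ±100 the full control effect; nearly all actives have a fitted effect of over 60% in size; hits raise eYFP signal because A3G escapes Vif-driven loss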
#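 Read-out is eYFP fluorescence (Ex 488/Em 500-530) from Vif-expressing HeLa A3G-eYFP cells; more signal means A3G escaped Vif-mediated degradation. Cells plated overnight, compound pinned in, incubated overnight at 37 deg C.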
# TrxR1 inh: blocks rat thioredoxin reductase 1; O89049; recombinant rTrxR1, NADPH fluorescence consumption, selenite substrate; Potency, µM (titrated, usually from 114 µM), for inactives: top-dose activity change, negative = inhibition, usual class: inhibitors; 390,000 compounds, 1% hits; further: on the % scale 0 is the no-effect control and ±100 the full control effect; nearly all actives have a fitted effect of over 65% in size
#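 Rat TrxR1 (90 nM in the dispensed reagent) was pre-reduced with 400 uM NADPH for 5 min at room temperature, then incubated with compound for 15 min. After 400 uM selenite was added, NADPH fluorescence (Ex 340/Em 450 nm) was followed for 8 min.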
# Vif-APOBEC3F blk: Vif-A3F binding inhibition | HeLa A3F-eYFP + Vif (tagged APOBEC3F with the HIV-1 protein that degrades it), YFP fluorescence increase | Potency, µM (series often up to 46.1 µM), inactives show top-dose activity, negative = active | 390,000 compounds, 0.2% hits; further: % of control where 0% means no effect; nearly all actives have a fitted effect of over 65% in size
#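 HeLa cells stably expressing A3F-eYFP plus Vif, plated and incubated overnight at 37 deg C, then exposed to compounds overnight at 37 deg C. Blocked degradation read as raised yellow fluorescence (Ex 488/Em 500-530).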
# mIDH1 inhibitor: human IDH1 R132H inhibition. IDH1-R132H enzyme, NADPH consumption, diaphorase/resazurin fluorescence. Potency, µM (highest dose often 76.6 µM), for inactives: at the highest dose activity change, negative = inhibition, most hits filed as inhibitors. 390,000 compounds, 0.093% hits; further: on the % scale 0 is the no-effect control and ±100 the full control effect; nearly all actives have a fitted effect of over 65% in size
#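 IDH1-R132H (0.5 ug/mL dispensed) in pH 7.5 Tris buffer was preincubated 30 min with compound, then given a substrate mix of 0.016 mM NADPH and 2 mM alpha-KG for 80 min at room temperature; remaining NADPH was read by diaphorase/resazurin fluorescence.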
# USP1 inh: blocks the human USP1/UAF1 deubiquitinase complex. Potency, µM (highest dose often 57.1 µM), without a hit: at the top dose activity change, negative = inhibition, most hits filed as inhibitors. O94782. recombinant USP1/UAF1, Ub-Rhodamine cleavage fluorescence. 390,000 compounds, 0.23% hits; further: on the % scale 0 is the no-effect control and ±100 the full control effect; nearly all actives have a fitted effect of over 60% in size; inactives centre near -12
#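 In this screen, compounds sit with the deubiquitinase complex (1nM) for 15 min at room temperature before Ub-Rho is added at 150nM final. Fluorescence rise is then followed for 6 reads every 60 seconds.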
# RGS4 inh: human RGS4 inhibition; AID 504845; P49798; Transcreener GDP fluorescence polarization, RGS4-accelerated GTP hydrolysis; 390,000 compounds, 0.039% hits; Potency, µM (series often up to 114 µM), inactives show at the top dose activity change, negative = inhibition, usual class: inhibitors; further: on the % scale 0 is the no-effect control and ±100 the full control effect; nearly all actives have a fitted effect of over 75% in size; some results filed as inactive show a strong effect at the top dose
# Target sequence (P49798 whole entry, looked up): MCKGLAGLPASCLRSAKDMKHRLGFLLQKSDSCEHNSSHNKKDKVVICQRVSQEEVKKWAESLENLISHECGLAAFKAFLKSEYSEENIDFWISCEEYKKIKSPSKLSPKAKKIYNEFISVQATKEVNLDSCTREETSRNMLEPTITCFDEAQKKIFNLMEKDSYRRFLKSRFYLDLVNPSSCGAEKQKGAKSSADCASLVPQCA
#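 MLSMR compounds (23 nl, pin-transferred) preincubated 10 min at room temperature with a 500nM (2x) first reagent, then RGS4 at 900nM (2x) plus Transcreener GDP mix added; fluorescence polarization (620/688 nm) read before and after 90 min at 30 °C.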
# RXFP1 agonist: agonists of human relaxin receptor RXFP1; 370,000 compounds, 0.3% hits; AID 2676; Potency, µM (series often up to 57.5 µM), for inactives: at the highest dose activation, usual class: activators; HEK293T-RXFP1 cAMP TR-FRET, 30 min; response scale: percent of porcine relaxin response, buffer zero; further: on the % scale 0 is the no-effect control and ±100 the full control effect; nearly all actives have a fitted effect of over 60% in size; many of its hits are not listed in these tables
#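 cAMP rise read by TR-FRET after 30 min, 37C compound exposure (up to 58 uM) in RXFP1-transfected HEK293 cells with Ro 20174 present. EC50 from Hill-equation fits, with 29 nM porcine relaxin as 100% and buffer as basal.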
# An asterisk follows results filed as active; i = inactive; u = inconclusive; x = not tested or not shown; & = joins results of further samples; [ ] = another dose, or the depositor's remark. The call rests on the fitted dose curve; in most records, active means well fitted curve in the direction sought with a large enough effect; inconclusive means small, poorly fitted or top-dose-only effect, or another doubt; inactive means no such curve, though single readings can be large; an effect the other way counts as inactive or inconclusive. Potency means the concentration at half of the fitted maximal effect.
cpd	SMILES	12-LOX inh	TrxR1 substrate	Vif-A3G inh	TrxR1 inh	Vif-APOBEC3F blk	mIDH1 inhibitor	USP1 inh	RGS4 inh	RXFP1 agonist
1	CC(C)(C)c1nnc(N/N=C/c2ccc(Br)cc2)n(N)c1=O	26%	-9%	-10%	-8%	-1%	-1%	-20%	0%	0.2%
2	COC(=O)c1ccc(C2/C(=C(\O)c3ccc4c(c3)OCCO4)C(=O)C(=O)N2CCCN2CCOCC2)cc1 (configuration not stated)	-33%	-4%	3%	3%	-2%	-1%	-27%	7%	u
3	Cc1ccccc1N1CCN(S(=O)(=O)N(C)C)CC1	1%	-3%	-4%	5%	11%	9%	-16%	-1%	-0.4%
4	Fc1ccc(CNC(=S)Nc2cccc(Cl)c2)cc1	u	-6%	0%	-5%	-17%	2%	-20%	-5%	2.9%
5	O=C(Nc1ccccc1O)c1ccc(NS(=O)(=O)c2cccc3cccnc23)cc1	2%	-13%[57.1 µM]	u	-1%[57.1 µM]	u	12%	-18%	-44%	-1.4%
6	CN1CC(=O)Nc2ccc([N+](=O)[O-])cc2C1=O	0%	7%	2%	36%[activator]	3%	7%	-18%	-31%	2.1%
7	COCCCn1c(=S)[nH]c2ncccc2c1=O	u	-12%	-1%	-28%	-3%	10%	-9%	-29%	1.1%
8	O=C(NNc1ccccc1)OCc1ccccc1	u	x	-17%	x	-8%	2%	-10%	x	x
9	Cc1cccc(-n2c(=O)c3c4c(sc3n3c(=S)[nH]nc23)CCC4)c1	u	1%[57.1 µM]	-3%	-14%[57.1 µM]	-2%	2%	-24%	-46%	-2.1%
10	CC(=O)c1ccccc1NC(=O)CCNC(=O)c1ccco1	12%	2%	0%	6%	0%	3%	-17%	-6%	-3.5%
11	CCn1ncc(CN2CCC(n3nccc3NC(=O)c3ccccc3Cl)CC2)c1C	5%	x	-7%	x	-6%	3%	-16%	x	x
12	COc1ccc(C(=O)Nc2cc3c(cc2N2CCOCC2)n(C)c(=O)n3C)cc1OC	x	-14%	1%	-14%	0%	7%	-23%	3%	0.6%
13	Cc1ccn(CC(=O)N2CCCC(N3CCN(c4ccc(F)cc4)CC3)C2)n1 (configuration not stated)	-21%	-1%	-1%	15%	1%	-4%	-17%	10%	2.1%
14	CC(=O)N(C)c1ccc(NC(=O)C(c2ccccc2)c2ccccc2)cc1	i	3%[57.1 µM]	1%	6%[57.1 µM]	6%	-5%	-7%	-8%	x
15	C/C(=N\NC(=O)c1cccc(O)c1)c1ccc(NC(=O)Cc2ccccc2)cc1	-22%	-9%	0%	-10%	1%	7%	-19%	-12%	-0.3%
16	Nc1cc(-c2ccc(Cl)cc2)nn1S(=O)(=O)c1ccccc1	2%	-3%	5%	19%	-9%	-5%	-17%	28%	-0.9%
17	Cc1ccc(C(=O)Nc2nnc(-c3ccc(C(C)(C)C)cc3)s2)cc1	-1%	10%	1%	28%	x	3%	-12%	-22%	2.4%
18	O=C(COc1ccccc1)N=C1SC2CS(=O)(=O)CC2N1Cc1ccccc1 (configuration not stated)	6%	4%	0%	28%	1%	-1%	-7%	-35%	0.2%
19	CN(C)S(=O)(=O)c1ccc(C(=O)NC(=O)CSc2ccccc2)cc1	-7%	13%[57.1 µM]	2%	19%	-15%	2%	-10%	-23%	0.3%
20	COC(=O)C1CCN(c2csc3ccc(C)cc3c2=O)CC1	-8%	3%[57.1 µM]	3%	13%[57.1 µM]	1%	-15%	-23%	-31%	0.3%
21	O=C(CCSc1ccc(Br)cc1)Nc1cccnc1	-10%	-8%	1%	0%	16%	0%	-14%	16%	1.1%
22	CC(=O)Nc1ccc(S(=O)(=O)NCC2CCC(C(=O)NCCc3ccccc3)CC2)cc1 (configuration not stated)	13%&20%&-8%	-3%	4%&-1%	14%	1%&1%	-2%&0%	-18%&3%	0%[56.9 µM]	-0.7%&0.1%
23	Cc1ccc2c(c1)c(=O)c(S(=O)(=O)c1ccc(F)cc1)cn2CC(=O)Nc1ccc2c(c1)OCO2	u	3%	-2%	14%	0%	2%	-19%	2%	-1.3%
24	Cc1ccnc(Sc2ccc([N+](=O)[O-])cn2)n1	1%	-8%	2%	-17%	-7%	-5%	-3%	21%	-1.9%
25	O=C(c1ccco1)N1CCC(c2nc(-c3ccccc3Cl)no2)CC1	-11%	5%[57.1 µM]	3%	-8%	1%	3%	1%	-12%	1.1%
26	O=C1c2ccccc2C(O)(c2ccccc2)N1c1ccc([N+](=O)[O-])cc1Cl (configuration not stated)	-23%	1%[57.1 µM]	0%	14%[57.1 µM]	-2%	-4%	u	12%	x
27	COc1ccccc1C1=NOC(C)(c2sc(-c3ccc(Cl)cc3)nc2C)C1 (configuration not stated)	2%	4%	-1%	14%	-1%	-4%[38.3 µM]	-25%	-9%	0.0%
28	Cc1ccccc1NC(=O)CSc1nc(O)cc(=O)n1C	u	3%[57.1 µM]	-1%	-6%[57.1 µM]	-51%	3%	-19%	-9%	1.4%
29	COc1ccc(CCN(C)CCC(=O)Nc2c(C)cc(C)cc2C)cc1OC	0%	-3%	-2%	7%	-15%	12%	-1%	1%	-1.2%
30	CC(=O)N1CCN(C(=S)NCc2ccccc2)CC1	-5%	1%	-3%	7%	0%	-4%	-19%	-3%	0.1%
31	Cc1onc(-c2c(Cl)cccc2Cl)c1C(=O)N=C(N)N1CC(C)OC(C)C1 (configuration not stated)	13%	-15%	1%	u	8%	-12%	-3%	25%	0.5%
32	CCOC(=O)c1cccnc1SC(CC)C(=O)N1CCOCC1 (configuration not stated)	-2%	5%	2%	31%	-10%	3%	-1%	35%	-0.3%
33	Cc1ccc(C)c(OCC(=O)Nc2ccc(S(=O)(=O)Nc3onc(C)c3C)cc2)c1C	-16%	10%	-3%	6%	7%	-12%	-20%	-1%	6.9%
34	CCc1noc(C)c1C(=O)N1CCN(S(=O)(=O)c2ccccc2C(F)(F)F)CC1	12%	3%	-5%	9%	-1%	-14%	-19%	0%	-0.2%
35	Cc1ccc(O)c(C(=O)c2cnc3c(c2)c(C)nn3-c2ccccc2)c1	-20%	-13%	-13%	-17%	0%	5%	-12%	-29%	0.0%
36	Cc1ccc(C)c(NC(=O)CSc2cn(CC(=O)N3CCCCC3)c3ccccc23)c1	-12%	-8%	6%	-1%	1%	-18%	10%	21%	0.6%
37	COc1ccccc1-c1noc2ncnc(Nc3cccc(C)c3)c12	14%	1%[57.1 µM]	-10%	-5%[57.1 µM]	1%	18%	-9%	-4%	1.3%
38	Cc1csc(SCC(=O)Nc2cc(S(=O)(=O)N(C)C)ccc2C)n1	-3%	3%	1%	11%	10%	10%	-10%	-3%	0.1%
39	C[C@H]1CN([C@@H](C)CO)C(=O)CCCn2nncc2CO[C@H]1CN(C)S(=O)(=O)c1cccc(C#N)c1	0%	x	3%	x	0%	10%	-20%	x	x
40	COc1cc(CCN2C(=O)N[C@@H](CCc3ccccc3)C(C(C)=O)=C2C)cc(OC)c1OC	x	-10%[57.1 µM]	0%	8%[57.1 µM]	3%	5%	-32%	-1%	-0.3%
41	Cn1c(=O)c2c(nc(CN3CCN(c4ccccc4F)CC3)n2CCCc2ccccc2)n(C)c1=O	-9%	-6%	-6%	4%	-7%	0%	-21%	-24%	x
42	CCSc1nc(-c2ccccc2)nc2c1CCCC2	5%	-9%	3%	-1%	7%	-10%	-12%	13%	-1.1%
43	CCOC(=O)c1ccc(NC(=O)CSc2nnc(C3CC3)n2CC)cc1	0%	-22%[11.4 µM]	2%	7%[0.457 µM]	2%	3%	-17%	-10%	0.1%
44	Cc1n[nH]c2ccc(Br)cc2c1=O	0%	x	0%	x	5%	6%	-20%	x	x
45	CSc1nc(C)c(C(=O)Nc2ccccc2)c(C)c1C#N	4%	7%	2%	20%	-6%	2%	-3%	-1%	0.0%
46	CCn1cc(C(=O)OCC(=O)Nc2c(C)n(C)n(-c3ccccc3)c2=O)c(=O)c2ccc(C)nc21	x	3%	0%	3%	-17%	6%	-15%	-38%	0.7%
47	Nc1nc(NCc2ccc(Cl)cc2)nc(NCCO)c1[N+](=O)[O-]	11%	-8%	-3%	23%[57.1 µM]	4%	-3%	u	11%	5.1%
48	CCOC(=O)c1ccccc1OC(=O)CS(=O)c1ccccc1[N+](=O)[O-] (configuration not stated)	u	0%	2%	-16%	-3%	0%	-27%	-14%	1.9%
49	Cc1cc(OCC(=O)NCCc2ccc(S(N)(=O)=O)cc2)c2c(C)cc(=O)oc2c1	5%	102%[activator]	1%	9%	-6%	2%	-20%	7%	5.5%
50	CCOc1ccc(NC(=O)CC2S/C(=N/N=C3CCCCCC3)NC2=O)cc1 (configuration not stated)	9%	-6%	0%	12%	-10%	0%	-11%	-2%	-0.7%
51	O=C(COC(=O)C1CCN(S(=O)(=O)c2ccccc2C(F)(F)F)CC1)NCc1ccc(F)cc1	-24%	5%	-2%	23%	2%	6%	-19%	-9%	0.4%

# Screening results from PubChem BioAssay.

# Only part of the results is shown, so the mix of outcomes need not match the whole.
